NR2F2 inh – blocks human COUP-TFII nuclear receptor; P24468; HEK293T NGFI-A luciferase reporter, luminescence; inhibition, % at 8.6 µM; 0.7% of 370,000 active; AID 686940;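 active = inhibition above a per-plate cutoff, mean inhibition of test wells between control levels plus 3 SD, cut at about 38% in these data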;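 note: cells cotransfected with COUP-TFII expression vector driving the NGFI-A reporter; 0% = median of COUP-TF2 test wells and 100% = reporter-only cells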
TROY signal inh – inhibitors of TROY-dependent NF-kB signaling; Q293 LMP1-TROYcd NF-kB luciferase reporter, 4 h; inhibition, % at 10 µM; 0.98% of 360,000 active; AID 1347056;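 active = compounds whose plate-normalised and pattern-corrected inhibition of the luciferase reporter signal at the single screening dose is 50% or more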
NOD2 RIPK2 PPI – blocks binding of human NOD2 to RIPK2. inhibition, % at 4.98 µM. 0.38% of 360,000 active. AID 624267. CHO BLA complementation NOD2-RIPK2, CCF4 ratio; in the data active = inhibition above about 21%;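 note: 0% = vehicle only and 100% = reference blocker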
SRC2 inh – human SRC2 (NCOA2) inhibition | Q15596 | HEK293 GAL4-SRC2 luciferase reporter, luminescence | inhibition, % at 9 µM | 0.17% of 370,000 active;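 active = inhibition above the mean inhibition of all tested compounds plus 3 SD, set per campaign, cut at about 52% in these data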;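 note: 0% = DMSO treated cells and 100% = cells given Gossypol at 36 µM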
TLR9-MyD88 block – TLR9-MyD88 interaction inhibition | Q9NR96+Q99836 | CHO BLA complementation TLR9-MyD88, CCF4 FRET ratio | 0.21% of 340,000 active | inhibition, % at 4.98 µM;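 active = inhibition above the mean over all tested compounds plus 3 SD, cut at about 21% in these data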;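 note: 0% = DMSO only wells and 100% = clavulanate BLA inhibitor control wells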
LRH-1 inv ag – suppresses constitutive activity of human LRH-1 | 0.13% of 360,000 active | inhibition, % at 3.6 µM | O00482 | HEK293T StAR-luciferase reporter, LRH-1 transfected, 24 h;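 active = inhibition above the mean inhibition of all tested compounds plus 3 SD, cut at about 73% in these data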;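 note: 0% = DMSO wells and 100% = reporter-only cells lacking LRH-1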
Granule exo inh – lytic granule exocytosis inhibition; inhibition, % at 10 µM; 0.66% of 360,000 active; AID 651702; TALL-104 LAMP-1 surface exposure, flow cytometry; cells stimulated with thapsigargin and PMA;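 active = inhibition above about 55%, limit read from the data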
ABHD5 PLIN5 PPI – inhibitors of human ABHD5-perilipin-5 interaction | Split G. princeps luciferase complementation, luminescence, 4 h | inhibition, % at 4 µM | 0.78% of 360,000 active;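 active = inhibition above the mean inhibition across every tested compound plus 3 SD, cut at about 22% in these data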;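 note: 0% = DMSO only wells and the 100% control is not disclosed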
NCOA3 inh – human NCOA3 inhibition. Q9Y6Q9. HEK293 GAL4-SRC3 luciferase reporter, luminescence. inhibition, % at 3.6 µM. 0.17% of 360,000 active. AID 588352;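 active = inhibition above a per-campaign cutoff, the mean of all compounds plus 3 SD, cut at about 60% in these data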;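 note: 0% = DMSO-treated cells and 100% = gossypol-treated cells at 36 µM; higher means less SRC3-driven luciferase light from the GAL4 reporter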
TWEAK Fn14 block – inhibitors of TWEAK-Fn14 interaction signaling; TWEAK-stimulated Fn14 reporter cells, luciferase luminescence, 8 h; inhibition, % at 10 µM; 2% of 360,000 active; in the data active = inhibition above about 50%
SRC1 inh – inhibits human SRC1 coactivator | Q15788 | HEK293 GAL4-SRC1 luciferase reporter, luminescence | inhibition, % at 3.6 µM | 0.12% of 360,000 active | AID 588354;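 active = inhibition above the campaign mean plus 3 SD, with each screening campaign given its own cutoff, cut at about 60% in these data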;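 note: 0% = DMSO treated cells and 100% = gossypol at 36 µM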
* marks the source's active call; other numbers are inactive results; . = no result given.

SMILES	NR2F2 inh	TROY signal inh	NOD2 RIPK2 PPI	SRC2 inh	TLR9-MyD88 block	LRH-1 inv ag	Granule exo inh	ABHD5 PLIN5 PPI	NCOA3 inh	TWEAK Fn14 block	SRC1 inh
COc1ccc(C(C(=O)NCC2CCCO2)N(C(=O)c2snc(C(N)=O)c2N)c2ccc(C)cc2)cc1OC (stereo unspecified)	6	-16	-3	-1	-1	-3	-2	-8	-16	-18	5
COCCCNC(=O)CC1C[C@H](C(=O)N(C(C)C)C(C)C)[C@@]2(C)c3[nH]c4ccccc4c3CCN2C1=O (stereo partly specified)	23	9	4	1	-4	-11	2	-1	-13	13	2
O=C(Nc1ccc2c(c1)C(=O)N(c1ccccc1)C2=O)C1CCCO1 (stereo unspecified)	-12	-30	5	-8	-5	-12	-2	2	14	0	-14
COc1ccc(-c2ccc(-c3nnn(CC(C)=O)n3)cc2)cc1	-38	-63	-9	-41	2	-65	-1	6	-80	-5	-111
O=C(NC1CCC(O)CC1)c1cc(-c2ccc(Cl)cc2)nc2ccccc12 (stereo unspecified)	7	-9	-15	6	0	15	-13	4	18	-1	-7
COc1ccccc1N=C1SC(C(=O)Nc2ccc(F)cc2)CC(=O)N1C (stereo unspecified)	-2	4	-3	13	-14	-5	1	2	2	3	-10
CC(=O)N1CC2(CC(c3ccc(Cl)cc3Cl)=NO2)CN1c1cccc(Cl)c1 (stereo unspecified)	4	-5	11	-13	-7	-22	18	-7	2	-20	7
CCCNC(=O)NC(=O)CSc1ccc(C)cc1C	-15	12	6	6	-6	-4	0	1	-9	5	-5
COc1ccc(/C=N/NC(=O)c2ccoc2C)cc1COc1ccc(Cl)cc1	-56	27	-16	-7	6	-86	6	1	-86	36	-85
COc1ccc(OCCC(=O)Nc2cc3c(cc2C(=O)O)OCCCO3)cc1	8	18	7	-23	3	18	12	2	13	19	-2
CCOC(=O)CC1C(=O)NCCN1Cc1cccs1 (stereo unspecified)	2	17	-11	-8	-6	-13	-14	-1	13	-1	15
Cc1ccc(C2CC(c3cccs3)=NN2C(=O)c2ccco2)o1 (stereo unspecified)	-23	0	4	4	5	11	0	1	-2	-3	-42
O=C(O)C1CCCN(S(=O)(=O)c2cccs2)C1 (stereo unspecified)	-16	7	-9	-8	9	-3	-7	-2	-10	13	-11
CCN1C(=O)[C@@H]2[C@@H](c3ccc(-c4ccc(Cl)c(Cl)c4)cc3)N3CCCC[C@@]3(C(=O)OC)[C@@H]2C1=O	6	4	1	7	-8	-7	7	4	-4	-5	7
Cc1ccc(/C=C/C(=O)OCC(=O)NC(C)c2ccccc2)o1 (stereo unspecified)	2	-2	-5	-16	6	10	0	3	4	13	0
CC(C)COC(=O)C(C)Nc1n[nH]c(=S)[nH]c1=O (stereo unspecified)	-16	-14	-2	1	5	9	-1	5	21	-7	-2
Cc1onc(-c2ccccc2Cl)c1C(=O)N1CCN(C)CC1	15	7	-2	-4	6	11	-8	-23	5	31	5
CCC(C)Sc1nc2ccccc2c(=O)[nH]1 (stereo unspecified)	-1	-9	6	3	-2	4	6	-6	23	5	-3
CC1(C(=O)NS(=O)(=O)c2ccc(F)cc2F)CCN1C(=O)CCc1ccccc1 (stereo unspecified)	2	-9	3	4	.	-19	-3	-6	11	24	1
Cc1ccc(SCC(=O)NNC(=O)c2cncc(Br)c2)cc1	1	9	-1	20	7	12	0	-1	-6	-2	-5

14 compounds from above, sorted by length of the SMILES, smallest number first:
SMILES	NR2F2 inh	TROY signal inh	NOD2 RIPK2 PPI	SRC2 inh	TLR9-MyD88 block	LRH-1 inv ag	Granule exo inh	ABHD5 PLIN5 PPI	NCOA3 inh	TWEAK Fn14 block	SRC1 inh
CCC(C)Sc1nc2ccccc2c(=O)[nH]1 (stereo unspecified)	-1	-9	6	3	-2	4	6	-6	23	5	-3
CCCNC(=O)NC(=O)CSc1ccc(C)cc1C	-15	12	6	6	-6	-4	0	1	-9	5	-5
O=C(O)C1CCCN(S(=O)(=O)c2cccs2)C1 (stereo unspecified)	-16	7	-9	-8	9	-3	-7	-2	-10	13	-11
CC(C)COC(=O)C(C)Nc1n[nH]c(=S)[nH]c1=O (stereo unspecified)	-16	-14	-2	1	5	9	-1	5	21	-7	-2
Cc1ccc(C2CC(c3cccs3)=NN2C(=O)c2ccco2)o1 (stereo unspecified)	-23	0	4	4	5	11	0	1	-2	-3	-42
Cc1ccc(/C=C/C(=O)OCC(=O)NC(C)c2ccccc2)o1 (stereo unspecified)	2	-2	-5	-16	6	10	0	3	4	13	0
COc1ccccc1N=C1SC(C(=O)Nc2ccc(F)cc2)CC(=O)N1C (stereo unspecified)	-2	4	-3	13	-14	-5	1	2	2	3	-10
COc1ccc(/C=N/NC(=O)c2ccoc2C)cc1COc1ccc(Cl)cc1	-56	27	-16	-7	6	-86	6	1	-86	36	-85
O=C(NC1CCC(O)CC1)c1cc(-c2ccc(Cl)cc2)nc2ccccc12 (stereo unspecified)	7	-9	-15	6	0	15	-13	4	18	-1	-7
CC(=O)N1CC2(CC(c3ccc(Cl)cc3Cl)=NO2)CN1c1cccc(Cl)c1 (stereo unspecified)	4	-5	11	-13	-7	-22	18	-7	2	-20	7
CC1(C(=O)NS(=O)(=O)c2ccc(F)cc2F)CCN1C(=O)CCc1ccccc1 (stereo unspecified)	2	-9	3	4	.	-19	-3	-6	11	24	1
COc1ccc(C(C(=O)NCC2CCCO2)N(C(=O)c2snc(C(N)=O)c2N)c2ccc(C)cc2)cc1OC (stereo unspecified)	6	-16	-3	-1	-1	-3	-2	-8	-16	-18	5
COCCCNC(=O)CC1C[C@H](C(=O)N(C(C)C)C(C)C)[C@@]2(C)c3[nH]c4ccccc4c3CCN2C1=O (stereo partly specified)	23	9	4	1	-4	-11	2	-1	-13	13	2
CCN1C(=O)[C@@H]2[C@@H](c3ccc(-c4ccc(Cl)c(Cl)c4)cc3)N3CCCC[C@@]3(C(=O)OC)[C@@H]2C1=O	6	4	1	7	-8	-7	7	4	-4	-5	7

Continuation.
SMILES	NR2F2 inh	TROY signal inh	NOD2 RIPK2 PPI	SRC2 inh	TLR9-MyD88 block	LRH-1 inv ag	Granule exo inh	ABHD5 PLIN5 PPI	NCOA3 inh	TWEAK Fn14 block	SRC1 inh
O=C(Nc1cc(F)cc(F)c1)c1ccc(NCCc2ccccc2)c([N+](=O)[O-])c1	9	-2	6	-17	-1	-11	5	1	25	-33	-10
CCOC(=O)CSc1nncc2ccc(OC)c(OC)c12	11	-7	-1	-5	0	-11	1	-13	15	5	-10
N#CCn1c2ccccc2c2nc3ccccc3nc21	3	-83	-12	-30	-2	-13	-2	2	-30	-37	-17
COc1ccc(CCNC(=O)c2cc3c(=O)n4ccccc4nc3n(CCCN3CCOCC3)c2=N)cc1OC	3	-2	0	-37	7	11	-2	-14	-4	-11	-5
Cc1ccc(CNC(=O)C2CC(=O)N(c3ccc(OCC(=O)N4CCCC4)cc3)C2)cc1 (stereo unspecified)	-4	14	-5	-5	-7	1	7	3	-6	0	-4
CCCCOC(=O)CNc1n[nH]c(=S)[nH]c1=O	-4	14	3	-24	12	20	0	6	16	0	-11
CCCN(CC(=O)Nc1ccccc1OC)C(=O)c1cccc(S(=O)(=O)Nc2ccc(OC)cc2)c1	0	-11	-18	-8	-4	-6	4	10	-10	3	7
COc1cc(/C=N/NC(=S)Nc2cccc(S(=O)(=O)N(C)C)c2)ccc1O	-30	-6	-13	-29	2	-5	-4	-2	17	-6	-13
Cc1cccc(-n2c(-c3csc(C)c3)n[nH]c2=S)c1	13	11	-3	-15	7	13	0	-7	-1	18	1
Cn1c(=O)c2c(SCC(=O)N3CCOCC3)nc(C3CC3)nc2n(C)c1=O	-8	-10	-8	5	9	-2	2	1	10	-11	-2
Cc1ccc(NC(=S)Nn2cnnc2)cc1	-4	0	-13	-19	-1	6	0	1	7	-1	2
O=[N+]([O-])c1ccccc1S(=O)(=O)N1CCN(Cc2ccccc2)CC1	9	4	-13	-1	5	-7	1	9	-1	-10	-8
CCOc1ccc(NC(=O)C2CC(C)=C(C)CC2C(=O)O)cc1 (stereo unspecified)	4	25	-7	-9	2	-3	-1	-5	4	18	-5
COc1ccc(/C=C/C(=O)OCC(=O)Nc2ccc(N3CCOCC3)cc2)cc1	6	-29	0	-12	8	9	0	4	15	8	20
COc1cc(NC(=O)CSc2ncccc2C(=O)OC(C)C)cc(OC)c1	11	3	-6	-1	-1	-8	2	10	6	-19	0
CCOc1ncccc1C(=O)N1CCN(C(c2ccccc2)c2ccccc2)CC1	6	2	-1	3	-15	-8	2	0	23	21	3
Cc1ccc(CCC(=O)Nc2ccc(C#N)cc2)o1	6	-9	-11	-3	-14	-1	-2	-6	0	-2	13
CCc1noc(C)c1C(=O)OCC(=O)Nc1c(F)cccc1F	-18	-18	2	-3	0	3	-2	6	-4	-4	-34
CCC(CC)c1nnc(NC(=O)Cc2ccccc2[N+](=O)[O-])s1	-16	-8	0	19	5	11	-1	-1	14	-16	-11
CN(CC(=O)Nc1cccc(F)c1)C(=O)/C=C/c1ccc(Br)s1	-18	-1	-8	16	0	-27	3	-17	-17	15	-16
Cc1cc(C)c2c(=O)c(C#N)coc2c1	-3	5	20	-27	-8	-8	1	-4	18	-5	-8
Cc1ccc(-c2nc(=S)c3c(n2Cc2ccco2)CCCC3)cc1	10	-7	-9	16	-4	-8	7	13	-2	33	-6
CCOC(=O)C1=C(N)Oc2ccc3ccccc3c2C1c1ccc(O)c(OC)c1 (stereo unspecified)	-2	35	1	7	1	-8	6	4	-7	7	-3
Cc1cc(Br)c(S(=O)(=O)NCCN2CCOCC2)cc1C	-5	-5	1	-11	-4	-2	3	-4	22	-20	-12
O=C(c1cccs1)N1CCC(c2nc3c(nnn3Cc3c(Cl)cccc3Cl)c(=O)[nH]2)CC1	19	2	4	-3	8	14	30	3	20	38	-31
COc1cc2oc(=O)cc(-c3ccc(-c4ccc(N(C)C)cc4)cc3)c2c(OC)c1OC	27	71*	13	30	3	5	-1	-6	21	92*	18
C=C1[C@H](C)CN[C@H]1CCO	-5	-2	-21	16	-12	15	0	-2	6	-5	-3
O=C1OC(Nc2ccc(Cl)cn2)c2ccccc21 (stereo unspecified)	-2	26	7	-20	5	-6	0	-1	-21	1	-1
O=C1OC(c2ccc3ccccc3c2O)(c2ccc3ccccc3c2O)c2ccccc21	-24	66*	1	-40	-12	-12	2	-6	-23	95*	-49
O=C(O)c1ccc(CN2C(=O)CSC2=S)cc1	15	8	0	28	-7	-14	4	-13	-1	3	-5
Cc1ccc(S(=O)(=O)NCCC(=O)N2CCCC(C)C2)cc1 (stereo unspecified)	2	7	2	19	-3	-9	0	2	-10	0	-7

This is a subset (hit frequency here may not be typical).
